LDHA block: qHTS assay for inhibitors of human lactate dehydrogenase | L-lactate dehydrogenase A chain (Homo sapiens), P00338 | purified LDHA, NADH/diaphorase-resazurin fluorescence; active compounds read low | activity change, % (values are at about 110 or 230 µM) | actives 0.15% (n = 480,000) | AID 1347041, 2019; in the data active = activity change below about -30%; inconclusive = mostly about -25% to -30%;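 note: plate controls were DMSO wells for no effect and wells without enzyme for full effect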
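Human LDH5 (2 nM) was incubated with 0.06 mM NADH and 0.2 mM pyruvate for 5 min at room temperature in Tris pH 7.4. Remaining NADH was coupled through diaphorase/resazurin, and resorufin fluorescence was read at 0 and 20 min.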
ALOX12 inh: Primary qHTS assay for inhibitors of human arachidonate 12S-lipoxygenase (ALOX12): Round 2; purified 12hLO, xylenol orange hydroperoxide absorbance; Potency, µM (doses to about 108 µM), inactives show at the top dose activity change, negative = inhibition, actives largely listed as inhibitors; actives 1.1% (n = 580,000); note: potency is the fitted concentration of half-maximal effect; % is set by controls: 0 for no effect and ±100 for the full control effect
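Purified human 12hLO (150 nM final) in 25 mM Hepes, 0.01% Triton X-100, pH 7.0 was preincubated 15 min at room temperature with compound. Then 40 uM arachidonic acid was added, 30 min. Hydroperoxide was read by Fe-XO absorbance ratio 573/405 nm.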
APEX1 inh: qHTS Assay for Inhibitors of the Human Apurinic/apyrimidinic Endonuclease 1 (APE1). recombinant APE1, TAMRA/BHQ-2 abasic DNA cleavage fluorescence. Potency, µM (series often up to 65.8 µM), for inactives: top-dose activity change, negative = inhibition, hits mostly inhibitors. actives 0.35% (n = 350,000). AID 2517, 2012;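 note: potency is the fitted concentration of half-maximal effect; plate controls were vehicle for no effect and reference inhibitor for full effect; nearly all actives have a fitted effect of over 55% in size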
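Measures dequenching upon AP-site incision of a 5'-TAMRA/3'-BHQ-2 THF-containing duplex, 50 nM; human APE1 0.75 nM after 15 min room-temperature exposure to compound; kinetic three-point read at one-minute spacing.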
RGS4 inhibitor: Inhibitors of Regulator of G Protein Signaling (RGS) 4: qHTS; Regulator of G-protein signaling 4 (Homo sapiens), P49798; Transcreener GDP fluorescence polarization, RGS4-accelerated GTP hydrolysis; Potency, µM (top dose mostly 114 µM), without a hit: top-dose activity change, negative = inhibition, usual class: inhibitors; actives 0.039% (n = 390,000); AID 504845, 2011; note: potency is the fitted concentration of half-maximal effect; % is set by controls: 0 for no effect and ±100 for the full control effect; nearly all actives have a fitted effect of over 75% in size; some results filed as inactive show a strong effect at the top dose
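MLSMR compounds (23 nl, pin-transferred) preincubated 10 min at room temperature with a 500nM (2x) first reagent, then RGS4 at 900nM (2x) plus Transcreener GDP mix added; fluorescence polarization (620/688 nm) read before and after 90 min at 30 °C.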
Anesthetic bind: qHTS Assay for Identification of Novel General Anesthetics | apoferritin/1-aminoanthracene competitive binding, fluorescence | Potency, µM (top dose mostly 77.5 µM), inactives show at the highest dose activity change, negative = displacement, hits mostly inhibitors | actives 0.074% (n = 350,000) | AID 485281, 2010; note: potency is the fitted concentration of half-maximal effect; % is set by controls: 0 for no effect and ±100 for the full control effect; nearly all actives have a fitted effect of over 20% in size
Target sequence (P02791 2-175 limits assumed): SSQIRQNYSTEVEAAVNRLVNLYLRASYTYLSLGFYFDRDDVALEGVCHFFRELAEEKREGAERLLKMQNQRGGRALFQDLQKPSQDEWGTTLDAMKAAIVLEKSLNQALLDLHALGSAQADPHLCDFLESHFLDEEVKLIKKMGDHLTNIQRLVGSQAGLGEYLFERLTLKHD
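In PBS, apoferritin at 10 uM is loaded with 1-AMA from a 50% saturated solution. After 10 min of compound exposure at ambient temperature, reduced 535 nm fluorescence indicates probe displacement.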
ERG-DNA inh: qHTS for Small Molecule Inhibitors of the ERG Ets/DNA interaction; actives 0.028% (n = 370,000); Potency, µM (highest dose often 76.9 µM), without a hit: at the top dose FP activity, negative = inhibition, usual class: inhibitors; Transcriptional regulator ERG (Homo sapiens), P11308; fluorescence polarization, His-ERG Ets domain / labelled DNA; active = well fitted inhibition curve with a large enough effect in the polarisation, with a control signal flat; inconclusive = small, poorly fitted or top-dose-only effect, or effect the other way, or a change in a side signal; inactive = no such curve, though single readings can be large or run the other way; the % refers to the polarisation;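 note: polarization taken with two DNA probes labelled with fluorescein and Texas red; potency is the fitted concentration of half-maximal effect; % of control where 0% means no effect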
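His-tagged ERG Ets domain (1 uM in the protein solution; 300mM KCl, 50mM Tris-HCl, 1mM EDTA, 1mM DTT, pH 7.5) received compound, then a probe mix of 5 nM fluorescein-DNA and 100nM Texas-615-DNA. Fluorescence polarization was read for both dyes.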
POLK inh: qHTS for Inhibitors of Polymerase Kappa; purified Pol kappa, fluorescent DNA synthesis assay, 10 min; actives 0.53% (n = 400,000); DNA polymerase kappa (Homo sapiens), Q9UBT6; AID 588579, 2011; Potency, µM (top dose mostly 107 µM), without a hit: at the highest dose activity, negative = inhibition, most hits filed as inhibitors; note: potency is the fitted concentration of half-maximal effect; % is set by controls: 0 for no effect and ±100 for the full control effect
Target sequence (Q9UBT6 whole entry, looked up): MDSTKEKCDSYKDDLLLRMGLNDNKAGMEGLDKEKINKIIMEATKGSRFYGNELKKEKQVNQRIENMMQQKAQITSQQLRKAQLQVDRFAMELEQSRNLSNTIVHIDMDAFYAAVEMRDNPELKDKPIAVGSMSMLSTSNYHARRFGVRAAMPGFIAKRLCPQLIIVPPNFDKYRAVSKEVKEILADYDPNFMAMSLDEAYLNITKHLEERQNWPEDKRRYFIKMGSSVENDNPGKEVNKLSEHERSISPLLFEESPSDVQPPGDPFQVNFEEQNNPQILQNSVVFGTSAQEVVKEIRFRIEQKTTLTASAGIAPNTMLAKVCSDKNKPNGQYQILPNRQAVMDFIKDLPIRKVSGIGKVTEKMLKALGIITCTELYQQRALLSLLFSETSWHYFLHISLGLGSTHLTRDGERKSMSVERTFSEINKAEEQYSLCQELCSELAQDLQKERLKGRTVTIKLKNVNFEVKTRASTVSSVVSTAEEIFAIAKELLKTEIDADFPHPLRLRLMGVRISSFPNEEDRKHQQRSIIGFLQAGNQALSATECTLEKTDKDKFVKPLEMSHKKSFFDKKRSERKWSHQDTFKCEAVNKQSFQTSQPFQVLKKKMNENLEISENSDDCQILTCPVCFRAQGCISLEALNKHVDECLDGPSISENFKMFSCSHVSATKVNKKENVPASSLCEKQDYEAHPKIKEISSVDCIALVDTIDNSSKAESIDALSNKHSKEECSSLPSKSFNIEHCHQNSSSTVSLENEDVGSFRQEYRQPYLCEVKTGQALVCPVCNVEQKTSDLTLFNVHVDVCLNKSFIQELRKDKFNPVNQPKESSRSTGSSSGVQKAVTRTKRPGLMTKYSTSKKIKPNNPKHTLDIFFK
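Here, compound and 10 nM enzyme are combined for 15 min at room temperature; adding 50 nM substrate (final) starts DNA synthesis, tracked by fluorescence at 0 and 10 min against buffer-only wells.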
Pol eta inh: qHTS for Inhibitors of Polymerase Eta | DNA polymerase eta (Homo sapiens), Q9Y253 | recombinant Pol eta, fluorescent DNA replication assay | Potency, µM (series often up to 114 µM), for the others: at the top dose activity change, negative = inhibition, usual class: inhibitors | actives 1.2% (n = 390,000); note: potency is the fitted concentration of half-maximal effect; % is set by controls: 0 for no effect and ±100 for the full control effect
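Pol eta at 10 nM preincubated with compounds 15 min at room temperature; reaction started with fluorescent substrate (50 nM final) and read kinetically at 0 and 10 min.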
Pol beta inh: qHTS Assay for Inhibitors of DNA Polymerase Beta | Potency, µM (highest dose often 114 µM), for inactives: top-dose activity change, negative = inhibition, usual class: inhibitors | Pol beta primer extension/strand displacement, fluorescence kinetic | actives 1.3% (n = 340,000) | AID 485314, 2010; note: potency is the fitted concentration of half-maximal effect; % is set by controls: 0 for no effect and ±100 for the full control effect
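Preincubation: enzyme (10 nM) with compound, 15 min, RT. Reaction: substrate added to 50 nM final. Reads: 0 and 10 min. Analysis: normalized, Hill fit.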
Starred values were filed as active, the others as inactive; ? = inconclusive; · = no result given; [ ] = another dose, or the depositor's remark. Unless noted, calls come from the whole dose curve; as a rule, active = well fitted curve in the direction sought with a large enough effect; inconclusive = small, poorly fitted or top-dose-only effect, or another doubt; inactive = no such curve, though single readings can be large; an effect the other way counts as inactive or inconclusive. These rows are one share of the data (hit frequency here may not be typical).

item	smiles	Pol eta inh	APEX1 inh	ERG-DNA inh	Anesthetic bind	RGS4 inhibitor	LDHA block	POLK inh	ALOX12 inh	Pol beta inh
1	CCOc1ccc(CCNC(=O)COC(=O)CNC(=O)c2ccc(Br)o2)cc1OCC	-27%	8%	-2%	·	-13%	-11	-1%	-19%	·
2	CCCOc1cccc(C(=O)NC(=S)Nc2ccc(N3CCN(C)CC3)cc2)c1	2%	16%	5%	-8%	-6%	-12	-1%	?	47%
3	COc1cccc2c1Oc1ncccc1N(C(=O)CCC(=O)NCCC(C)C)C2	-11%	·	-1%	3%	-5%	4	-6%	-6%	1%
4	COc1ccc(NC(=O)CSc2nc3ccccc3nc2N2CCOCC2)cc1	-10%	33%	-3%	-4%	7%	-5	-26%	9%	-20%
5	Clc1cccc(-c2ccc(-c3nc4ccccn4c3NCc3ccccc3)cc2)c1	-11%	-10%	-11%	·	7%	-3	2%	-13%	·
6	Cc1ccccc1N(C(=O)Cc1cccs1)C(C(=O)NC1CCCCC1)c1cn(C)nc1C (stereo not given)	-14%	1%	-8%	2%	-31%	-3	-8%	-20%	-7%
7	COc1ccc(Cl)cc1NC(=S)NNC(=O)c1cccs1	3%	5%	4%	-11%	-23%	-7	-23%	2%	1%
8	CC(C)(C)NC(=O)CC1C[C@H](C(=O)N2CCCCC2)[C@@]2(C)c3[nH]c4ccccc4c3CCN2C1=O (stereo not given in full)	-10%	0%	13%	·	14%	-6	-12%	-9%	·
9	O=C(NCCCNC(=O)c1ccco1)c1cccc(F)c1	-21%	39%	3%	-2%	-2%	-10	5%	?	18%
10	Cc1ccc(Sc2ccc(N3CCC(C(=O)Nc4cc(C)cc(C)c4)CC3)nn2)cc1	-13%	·	-2%	2%	7%	-18	-18%	-10%	-1%
11	CN(C1CCCCC1)S(=O)(=O)c1ccc(S(=O)(=O)N(CC(=O)Nc2ccccc2)C2CC2)cc1	2%	-2%	0%	0%	10%	-11	9%	-4%	-4%
12	CC(NC(=O)c1ccc(S(=O)(=O)NCc2ccco2)cc1)c1ccc(F)cc1 (stereo not given)	-23%	8%	-4%	·	7%	-12	-12%	-10%	·
13	O=C(CCc1nnc(CCCCc2ccccc2)o1)N(CCO)Cc1ccccc1	-26%	-1%	2%	?	-11%	-2	6%	4%	17%
14	Cc1ccc(C)c(N2CCN(S(=O)(=O)c3c(C)nc4sccn4c3=O)CC2)c1	-20%	·	-2%	5%	-4%	-2	0%	-10%	24%
15	CCN(CC)C(=O)Oc1cc(=O)n(C)c2ccccc12	-4%	-1%	9%	-3%	19%	-3	8%	8%	3%
16	Cc1cccc(NC(=O)COc2cccc3c(=O)n(C)ccc23)c1C	-1%	·	2%	3%	-1%	-3	-7%[60.1 µM]	?	2%
17	CCN(CC)CCN(C(=O)c1cc2c(ccc3ccccc32)oc1=O)c1nc2cc3c(cc2s1)OCCO3	0%	-8%	-8%	8%	-3%	-4	1%	?	16%
18	O=c1oc2ccc(Cl)cc2cc1-c1nc(-c2cccs2)no1	-4%	·	4%	3%	6%	-9	-10%	0%	0%
19	Cc1ccc(-n2nc(C(=O)N3CCN(c4cccc(C(F)(F)F)c4)CC3)c(=O)n(C)c2=O)cc1	-20%	·	7%	-22%	-8%	4	-1%[60.1 µM]	?	-19%
20	O=[N+]([O-])c1cc2c(cc1CN1CCN(c3ccccc3F)CC1)OCO2	-22%	11%	5%	-20%	11%	-7	-9%	-24%	4%

Grouped by structure, those above with an aryl thioether with sulfur outside any ring.
item	smiles	Pol eta inh	APEX1 inh	ERG-DNA inh	Anesthetic bind	RGS4 inhibitor	LDHA block	POLK inh	ALOX12 inh	Pol beta inh
4	COc1ccc(NC(=O)CSc2nc3ccccc3nc2N2CCOCC2)cc1	-10%	33%	-3%	-4%	7%	-5	-26%	9%	-20%
10	Cc1ccc(Sc2ccc(N3CCC(C(=O)Nc4cc(C)cc(C)c4)CC3)nn2)cc1	-13%	·	-2%	2%	7%	-18	-18%	-10%	-1%

(continued)
item	smiles	Pol eta inh	APEX1 inh	ERG-DNA inh	Anesthetic bind	RGS4 inhibitor	LDHA block	POLK inh	ALOX12 inh	Pol beta inh
21	Cc1ccc(NC(=O)CSc2nc(-c3ccco3)cc(C(F)(F)F)n2)cc1	-7%	·	-1%	?	13%	0	7%	-3%	6%
22	CC(OC(=O)CNC(=O)c1sc2ccccc2c1Cl)c1ccccc1 (stereo not given)	-6%	-4%	-13%	·	-4%	-2	-13%	31%[activator]	·
23	Cc1ccc(C(=O)N[C@@H](Cc2ccccc2)C(=O)N2CCC3(CC2)NCCc2[nH]cnc23)cc1C	-1%	13%	-4%	9%	-1%	0	3%	1%	54%
24	N=c1c2c(n(Cc3ccc(Cl)cc3)c3c1CCC3)CCC2	3%	6%	5%	-14%	-4%	-3	0%	13%	6%
25	CN(C(=O)c1ccc(NC(=O)Cc2cccc(NC(=O)C3CCCN(C(=O)C4CCCC4)C3)c2)cc1)C1CC1 (stereo not given)	-4%	·	1%	·	22%	1	-10%	2%	·
26	CCc1ccccc1NC(=O)Cn1c(=O)n(-c2ccc(C)cc2)c(=O)c2cc(OC)c(OC)cc21	-7%	·	-2%	8%	-4%	-1	18%	-26%	13%
27	COc1ccc(C(=O)CC(=O)c2ccc(OC)cc2)cc1	-20%	24%	6%	-4%	6%	-8	-2%	11%	-24%
28	COC(=O)c1ccc(N(CC(=O)NC2CCCC2)C(=O)CNC(=O)c2ccco2)cc1	-10%	14%	-8%	0%	-22%[11.4 µM]	1	5%	-1%	0%
29	COc1cccc(-c2nnc(NC(=O)CCS(=O)(=O)c3ccc(C)cc3)o2)c1	-15%	12%	2%	·	-19%	-4	-4%	16%	·
30	O=c1c2ccccc2nc(-c2ccco2)n1CCCn1ccnc1	-5%	16%	3%	-10%	-5%	3	3%	0%	8%
31	Cc1sc2ncnc(N(C)Cc3cccs3)c2c1C	-22%	0%	1%	-17%	22%	-3	-12%	?	8%
32	CC(Nc1nc(N2CCCC2)nc2ccccc12)c1ccccc1 (stereo not given)	-13%	-2%	5%	-8%	-20%	2	2%	3%	-21%
33	COc1ccc(CNC(=O)C(c2ccco2)N(C(=O)CNS(=O)(=O)c2ccccc2)c2ccccc2C)cc1 (stereo not given)	-24%	-8%	-2%	-4%	6%	-6	?	-2%	-22%
34	COC(=O)N/N=C/c1cc(Br)ccc1O	-15%	0%	4%	4%	-13%	5	-8%	3%	16µM*
35	Cc1ccc(-c2noc(C(C)NS(=O)(=O)c3ccc(C)cc3)n2)cc1 (stereo not given)	-16%	·	-2%	-4%	14%	-2	-12%[60.1 µM]	?	14%
36	COc1ccccc1CNS(=O)(=O)c1cccc2nsnc12	-3%	-11%	-4%	-14%	0%	1	-2%	-14%	-3%
37	COC(=O)c1nc(Cl)c(Cl)c(N)c1Cl	-19%	1%	11%	-7%	0%	-5	-9%	-7%	46%
38	C=CCn1c(O)c(C(CC)=Nc2ccccc2NC(=O)CC)c(=O)[nH]c1=O	-6%	-1%	3%	-7%	-16%	10	-14%	0%	-13%
39	CCSc1ccccc1C(=O)NCCc1ccccc1	-8%	-1%	2%	-12%	-18%	-2	7%	-5%	10%

3 structures already listed, ordered by molecular weight, smallest number first.
item	smiles	Pol eta inh	APEX1 inh	ERG-DNA inh	Anesthetic bind	RGS4 inhibitor	LDHA block	POLK inh	ALOX12 inh	Pol beta inh
30	O=c1c2ccccc2nc(-c2ccco2)n1CCCn1ccnc1	-5%	16%	3%	-10%	-5%	3	3%	0%	8%
10	Cc1ccc(Sc2ccc(N3CCC(C(=O)Nc4cc(C)cc(C)c4)CC3)nn2)cc1	-13%	·	-2%	2%	7%	-18	-18%	-10%	-1%
19	Cc1ccc(-n2nc(C(=O)N3CCN(c4cccc(C(F)(F)F)c4)CC3)c(=O)n(C)c2=O)cc1	-20%	·	7%	-22%	-8%	4	-1%[60.1 µM]	?	-19%

Assay outcomes as filed in PubChem.
